Compound activity: PubChem, National Center for Advancing Translational Sciences (NCATS)
4-MU autofl = compound fluoresces in the 4-MU spectral region; 59,000 tested, 11% active; max dye-equivalent concentration, M; compound autofluorescence, 340/450 nm, 4-MU equivalents; hits give high values; AID 589; in the data active = max dye-equivalent concentration above about 10 nM; inconclusive = mostly about 1.1 nM to 9.6 nM
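Compounds in 100 mM Tris, pH 8.0, incubated 15 min at room temperature, then fluorescence read at 340 nm excitation/450 nm emission. Signal converted to 4-MU dye-equivalent concentration using an on-plate six-point 4-MU standard curve.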
BRCT PPI green = BRCA1 BRCT-phosphoprotein interaction inhibition | 75,000 tested, 0.05% active | BRCA1 BRCT-phosphopeptide binding, green fluorescence polarization | P38398 | Potency, µM (doses to about 76.9 µM), for the others: at the top dose activity change, negative = inhibition, most hits filed as inhibitors;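 note: potency is the fitted concentration of half-maximal effect; plate controls were peptide without protein for full effect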
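Fluorescence polarization: His-tagged BRCT (~35 kDa BRCA1 C-terminus, 250 nM) bound to 100 nM fluorescein-labeled phosphorylated 10-aa BACH1 peptide, pH 7.3 phosphate buffer with DTT and Tween 20. Compounds incubated 12 min at room temperature; inhibition read as lowered polarization.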
Fluorescein autfl = compound fluoresces in the fluorescein spectral region; max fluorescein-equivalent concentration, M; 59,000 tested, 0.91% active; Compound autofluorescence, 480/540 nm, fluorescein-equivalent; hits give high values; in the data active = max fluorescein-equivalent concentration above about 10 nM; inconclusive = between about 1.1 nM and that limit
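Each compound is tested across a concentration series in 100 mM Tris buffer at pH 8.0. After 15 min at room temperature, plates are imaged with 480 nm excitation and 540 nm emission filters, and intensities are converted to fluorescein-equivalent values.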
Casp7 inh = caspase-7 (human) inhibition, allosteric or competitive | recombinant caspase-7, Ac-DEVD-AFC fluorescence rate | Potency, µM (series often up to 57.5 µM), without a hit: top-dose activity change, negative = inhibition, usual class: inhibitors | 75,000 tested, 0.02% active | P55210; active = well fitted inhibition curve with a large enough effect in the main read-out, with a control signal flat, not every such curve was filed as active; inconclusive = small, poorly fitted or top-dose-only effect, or a change in a side signal; note: potency is the fitted concentration of half-maximal effect; % of control where 0% means no effect
TexasRed autofl = compound fluoresces in the Texas Red spectral region; max dye-equivalent concentration, M; 59,000 tested, 0.06% active; Compound fluorescence, Texas Red channel, 547/618 nm; hits give high values; in the data active = max dye-equivalent concentration above about 10 nM; inconclusive = between about 1.1 nM and that limit
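Fluorescence at ex 547/em 618 nm, normalized against an on-plate Texas Red standard series to give dye-equivalent concentration per compound concentration. Buffer 100 mM Tris, pH 8.0; 15 min RT incubation before CCD imaging.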
HEK293 cAMP ctrl = counter-screen for TSHR agonists: cAMP increase in parental HEK293; parental HEK293 CNG cAMP sensor, membrane potential fluorescence; Potency, µM (top dose mostly 57.1 µM), without a hit: at the top dose activation, hits mostly activators; 73,000 tested, 2.5% active; AID 938; note: potency is the fitted concentration of half-maximal effect; % of control where 0% means no effect; nearly all actives have a fitted effect of over 55% in size
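Parental HEK 293 cells stably expressing a cAMP-gated CNG channel were loaded with membrane potential dye containing 100 uM RO 20-1724 for 60 min. Compound added for 30 min; depolarization read as fluorescence intensity at 590 nm.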
Rhodamine autofl = compound fluoresces in the rhodamine spectral region; max dye-equivalent concentration, M; 59,000 tested, 0.05% active; Rhodamine-region fluorescence, 547/598 nm, Tris buffer; hits give high values; AID 594; in the data active = max dye-equivalent concentration above about 11 nM; inconclusive = between about 1.1 nM and that limit
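Intrinsic compound fluorescence, ex 547 / em 598 nm, CCD imager. Tris 100 mM pH 8.0; 15 min RT. Output = rhodamine dye-equivalent concentration at each compound concentration.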
A350 fluor = compounds fluorescent in Alexa 350 spectral region | Compound autofluorescence, 340/450 nm, Alexa 350 dye-equivalents; hits give high values | max dye-equivalent concentration, M | 59,000 tested, 11% active; in the data active = max dye-equivalent concentration above about 10 nM; inconclusive = mostly about 1.1 nM to 9.6 nM
USP2a inhib = blocks human ubiquitin-specific protease USP2a; O75604; USP2a enzymatic assay, qHTS inhibition; Potency, µM (doses to about 38.3 µM), for the others: top-dose activity change, negative = inhibition, usual class: inhibitors; 60,000 tested, 0.1% active; AID 927;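 note: potency is the fitted concentration of half-maximal effect; nearly all actives have a fitted effect of over 60% in size; plate controls were DMSO for no effect and NEM full inhibition control for full effect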
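Coupled readout: USP2-cleaved Ub-PLA2 (20nM final) turns over NBD C6-HPC (20uM final), Ex 460nm/Em 535nm after 2.5 h, time-zero read flagging artifacts. Enzyme (20nM final, pH 8.0 Tris) given 30 min RT with compound first; NEM defines full inhibition.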
Casp1 inh = allosteric or competitive inhibitors of human caspase-1 | Potency, µM (series often up to 57.5 µM), for inactives: at the top dose activity change, negative = inhibition, most hits filed as inhibitors | 75,000 tested, 0.03% active | Caspase-1 enzyme, Ac-WEHD-AFC fluorogenic rate;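 note: potency is the fitted concentration of half-maximal effect; plate controls were vehicle for no effect and no substrate for full effect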
BRCT PPI red = inhibitors of human BRCA1 BRCT-phosphoprotein interaction (red fluorophore) | BRCT-phosphopeptide binding, red fluorescence polarization | Potency, µM (top dose mostly 76.9 µM), for inactives: at the highest dose activity change, negative = inhibition, usual class: inhibitors | 75,000 tested, 0.03% active | AID 892; note: % is set by controls: 0 for no effect and ±100 for the full control effect
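Rhodamine-labelled pBACH1 10-mer (100 nM) bound to BRCT domain (100 nM) at pH 7.3; compounds incubated 12 min room temperature, polarization read. Free peptide defines full inhibition; unlabelled decapeptide titrated as control.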
Numbers without * were called inactive; [ ] = dose if it differs, or a comment. Unless noted, calls come from the whole dose curve; as a rule, active = well fitted curve in the direction sought with a large enough effect; inconclusive = small, poorly fitted or top-dose-only effect, or another doubt; inactive = no such curve, though single readings can be large; an effect the other way counts as inactive or inconclusive.

COc1ccc(C(=O)N2CCCC(c3nc(-c4cccs4)no3)C2)cc1 (stereo unspecified) was read as 4-MU autofl inactive, BRCT PPI green -1.4%, Fluorescein autfl inconclusive, Casp7 inh -2%, TexasRed autofl inconclusive, HEK293 cAMP ctrl inconclusive, Rhodamine autofl inactive, A350 fluor inactive, USP2a inhib 7%, Casp1 inh 1% and BRCT PPI red -1.3%.
CCCCn1c(SCC(=O)Nc2cc(C)on2)nc2c1c(=O)n(C)c(=O)n2C was read as 4-MU autofl inactive, BRCT PPI green -1.5%, Fluorescein autfl inactive, Casp7 inh 0%, TexasRed autofl inactive, HEK293 cAMP ctrl 2%, Rhodamine autofl inactive, A350 fluor inactive, Casp1 inh 1% and BRCT PPI red 1.9%.
COC(=O)c1c(NC(C)=O)sc2c1CCCC2 was read as 4-MU autofl inactive, BRCT PPI green -1.2%, Fluorescein autfl inactive, Casp7 inh 0%, TexasRed autofl inactive, HEK293 cAMP ctrl 30%, Rhodamine autofl inactive, A350 fluor inactive, Casp1 inh -1% and BRCT PPI red 0.9%.
COC(=O)c1cc(Nc2cc(C)nc3ncnn23)cc(C(=O)OC)c1 was read as BRCT PPI green 2.8%, Casp7 inh 0%, HEK293 cAMP ctrl 1%, Casp1 inh -2% and BRCT PPI red -1.0%.
For Cc1ccc(C)c(NS(=O)(=O)c2ccc(OCC(=O)NCc3ccco3)cc2)c1 the results were 4-MU autofl inactive, BRCT PPI green -4.3%, Fluorescein autfl inconclusive, Casp7 inh -2%, TexasRed autofl inactive, HEK293 cAMP ctrl 4%, Rhodamine autofl inactive, A350 fluor inactive, USP2a inhib 9%, Casp1 inh 1% and BRCT PPI red -1.7%.
Screening Cc1cccc2sc(NC(=O)CCNS(=O)(=O)c3cccc4nonc34)nc12 returned 4-MU autofl inactive, BRCT PPI green 2.4%, Fluorescein autfl inactive, Casp7 inh 0%, TexasRed autofl inactive, HEK293 cAMP ctrl -23%, Rhodamine autofl inactive, A350 fluor inactive, USP2a inhib 22%, Casp1 inh 1% and BRCT PPI red 0.2%.
Cc1nc2oc(C(=O)c3ccc(Br)cc3)c(N)c2c2c1COC(C)(C)C2 was read as 4-MU autofl inconclusive, Fluorescein autfl inactive, TexasRed autofl inactive, Rhodamine autofl inactive and A350 fluor inconclusive.
For COc1ccc(OC)c(NC(=O)C2CCCNC2=O)c1 (stereo unspecified) the results were BRCT PPI green -1.3%, Casp7 inh 1%, HEK293 cAMP ctrl 3%[11.4 µM], USP2a inhib 1%[7.66 µM], Casp1 inh -2% and BRCT PPI red 1.4%.
CCC(=O)CC(NC(=O)OC)c1ccc(F)cc1 (stereo unspecified) was read as BRCT PPI green -0.3%[15.4 µM], Casp7 inh 0%[11.5 µM], HEK293 cAMP ctrl -1%[11.4 µM], Casp1 inh -3%[11.5 µM] and BRCT PPI red 1.5%[15.4 µM].
For COc1ccccc1CCNC(=O)c1ccoc1C the results were 4-MU autofl inactive, BRCT PPI green -0.9%, Fluorescein autfl inactive, Casp7 inh 1%, TexasRed autofl inactive, HEK293 cAMP ctrl 1%, Rhodamine autofl inactive, A350 fluor inactive, USP2a inhib -1%, Casp1 inh 1% and BRCT PPI red -0.3%.
Screening Cc1ccc(CCNC(=O)C2CCC(=O)N2C(C)C)cc1 (stereo unspecified) returned 4-MU autofl inactive, BRCT PPI green -0.3%, Fluorescein autfl inactive, Casp7 inh 1%, TexasRed autofl inactive, HEK293 cAMP ctrl -33%[inhibitor], Rhodamine autofl inactive, A350 fluor inactive, USP2a inhib 5%, Casp1 inh -1% and BRCT PPI red 1.0%.
Screening CCOC(=O)C1=C(N)n2c(s/c(=C\c3cccs3)c2=O)=C(C(=O)OCC)C1c1cccs1 (stereo unspecified) returned 4-MU autofl inactive, BRCT PPI green 0.5%, Fluorescein autfl inactive, Casp7 inh -2%, TexasRed autofl inactive, HEK293 cAMP ctrl 21%, Rhodamine autofl inactive, A350 fluor inactive, USP2a inhib 28%, Casp1 inh -7% and BRCT PPI red 0.4%.
Screening COc1ccc(NS(=O)(=O)c2ccc3c(c2)oc(=O)n3C)c(OC)c1 returned BRCT PPI green -0.9%, Casp7 inh -1%, HEK293 cAMP ctrl -2%, Casp1 inh -3% and BRCT PPI red 0.0%.
Screening Cc1cc(C)c(C#N)c(Nc2ccccc2Cl)n1 returned 4-MU autofl 1.1e-08M*, BRCT PPI green 0.4%, Fluorescein autfl inactive, Casp7 inh 0%, TexasRed autofl inactive, HEK293 cAMP ctrl inconclusive, Rhodamine autofl inactive, A350 fluor inconclusive, USP2a inhib -3%, Casp1 inh 0% and BRCT PPI red 0.7%.
For CCc1nnc(NC(=O)CSc2nnc(-c3ccco3)n2C)s1 the results were 4-MU autofl inactive, BRCT PPI green -3.4%, Fluorescein autfl inconclusive, Casp7 inh 0%, TexasRed autofl inconclusive, HEK293 cAMP ctrl 4%, Rhodamine autofl inactive, A350 fluor inactive, USP2a inhib -4%, Casp1 inh 1% and BRCT PPI red -2.8%.
`c1ccc2c3c(cc(N4CCOCC4)c2c1)OC1(N2CCOCC2)CCCCC1O3` (stereo unspecified) gave 4-MU autofl 7.8e-08M*, BRCT PPI green -0.8%, Fluorescein autfl inactive, Casp7 inh -1%, TexasRed autofl inactive, HEK293 cAMP ctrl 11%, Rhodamine autofl inactive, A350 fluor 5.7e-08M*, Casp1 inh 2% and BRCT PPI red 1.6%.
For CCCN1CCN(c2ncnc3c2nnn3Cc2ccccc2)CC1 the results were 4-MU autofl inactive, BRCT PPI green -0.1%, Fluorescein autfl inactive, Casp7 inh -4%, TexasRed autofl inactive, HEK293 cAMP ctrl 24%, Rhodamine autofl inactive, A350 fluor inactive, USP2a inhib 8%, Casp1 inh -8% and BRCT PPI red -0.6%.
`Cn1nnnc1SCc1c(F)cccc1F` gave 4-MU autofl inactive, BRCT PPI green -0.1%, Fluorescein autfl inconclusive, Casp7 inh -1%, TexasRed autofl inactive, HEK293 cAMP ctrl 4%, Rhodamine autofl inactive, A350 fluor inactive, USP2a inhib -5%, Casp1 inh -2% and BRCT PPI red -0.2%.
`CCn1c(CNC(=O)c2ccc(OC)c(OC)c2)nnc1SCC(=O)c1ccc(OC)cc1` gave 4-MU autofl inactive, BRCT PPI green -4.3%, Fluorescein autfl inactive, Casp7 inh 0%, TexasRed autofl inconclusive, HEK293 cAMP ctrl 2%, Rhodamine autofl inactive, A350 fluor inactive, USP2a inhib 17%, Casp1 inh -1% and BRCT PPI red -1.6%.
CC(C)[C@H](NC(=O)OC(C)(C)C)[C@@H](O)CC(=O)OC(C)(C)C was read as BRCT PPI green -0.7%[15.4 µM], Casp7 inh 2%[11.5 µM], HEK293 cAMP ctrl -3%[11.4 µM], Casp1 inh -3%[11.5 µM] and BRCT PPI red -1.0%[15.4 µM].
`O=C(Nc1ccc(OC(=O)c2ccco2)cc1)c1ccco1` gave 4-MU autofl inactive, BRCT PPI green 0.8%, Fluorescein autfl inactive, Casp7 inh 0%, TexasRed autofl inactive, HEK293 cAMP ctrl 7%, Rhodamine autofl inactive, A350 fluor inactive, USP2a inhib 1%, Casp1 inh 1% and BRCT PPI red 0.2%.
Screening Cc1csc(NC(=O)C2CCCO2)n1 (stereo unspecified) returned 4-MU autofl inactive, BRCT PPI green -0.5%, Fluorescein autfl inactive, Casp7 inh -1%, TexasRed autofl inactive, HEK293 cAMP ctrl 4%[2.29 µM], Rhodamine autofl inactive, A350 fluor inactive, USP2a inhib -4%, Casp1 inh 3% and BRCT PPI red 0.0%.
CCN(CC)CCCN1C(=O)C(=O)/C(=C(/O)c2ccccc2)C1c1ccccn1 (stereo unspecified) was read as 4-MU autofl inactive, Fluorescein autfl inconclusive, TexasRed autofl inactive, Rhodamine autofl inactive and A350 fluor inactive.
`CC1CCN(CCCNC(=O)c2cc3sccc3n2C)CC1` gave 4-MU autofl inactive, BRCT PPI green -0.5%, Fluorescein autfl inconclusive, Casp7 inh 0%, TexasRed autofl inactive, HEK293 cAMP ctrl 6%, Rhodamine autofl inactive, A350 fluor inactive, USP2a inhib -7%, Casp1 inh 3% and BRCT PPI red -3.5%.
For C=CCNc1nc(N2CCCCC2)c(C#N)c2c1CN(Cc1ccccc1)CC2 the results were 4-MU autofl 3.1e-08M*, Fluorescein autfl inconclusive, TexasRed autofl inactive, Rhodamine autofl inactive and A350 fluor 3.5e-08M*.
Screening Cc1cccc(-c2noc(CN(C(C)C)S(=O)(=O)c3ccc(F)cc3)n2)c1 returned 4-MU autofl inactive, BRCT PPI green -1.0%, Fluorescein autfl inactive, Casp7 inh -1%, TexasRed autofl inactive, HEK293 cAMP ctrl inconclusive, Rhodamine autofl inactive, A350 fluor inactive, USP2a inhib -8%, Casp1 inh -1% and BRCT PPI red 0.3%.

An excerpt, so the mix of outcomes need not match the whole.
